ALOX15B inhib – inhibitors of human 15-lipoxygenase 2 (ALOX15B). O15296. Potency, µM (top dose mostly 57.1 µM), without a hit: top-dose activity change, negative = inhibition, actives largely listed as inhibitors. actives 0.56% (n = 110,000). purified 15hLO-2, xylenol orange hydroperoxide absorbance; note: potency is the fitted concentration of half-maximal effect; nearly all actives have a fitted effect of over 60% in size; many of its hits are not listed in these tables
Target sequence (O15296 whole entry, looked up): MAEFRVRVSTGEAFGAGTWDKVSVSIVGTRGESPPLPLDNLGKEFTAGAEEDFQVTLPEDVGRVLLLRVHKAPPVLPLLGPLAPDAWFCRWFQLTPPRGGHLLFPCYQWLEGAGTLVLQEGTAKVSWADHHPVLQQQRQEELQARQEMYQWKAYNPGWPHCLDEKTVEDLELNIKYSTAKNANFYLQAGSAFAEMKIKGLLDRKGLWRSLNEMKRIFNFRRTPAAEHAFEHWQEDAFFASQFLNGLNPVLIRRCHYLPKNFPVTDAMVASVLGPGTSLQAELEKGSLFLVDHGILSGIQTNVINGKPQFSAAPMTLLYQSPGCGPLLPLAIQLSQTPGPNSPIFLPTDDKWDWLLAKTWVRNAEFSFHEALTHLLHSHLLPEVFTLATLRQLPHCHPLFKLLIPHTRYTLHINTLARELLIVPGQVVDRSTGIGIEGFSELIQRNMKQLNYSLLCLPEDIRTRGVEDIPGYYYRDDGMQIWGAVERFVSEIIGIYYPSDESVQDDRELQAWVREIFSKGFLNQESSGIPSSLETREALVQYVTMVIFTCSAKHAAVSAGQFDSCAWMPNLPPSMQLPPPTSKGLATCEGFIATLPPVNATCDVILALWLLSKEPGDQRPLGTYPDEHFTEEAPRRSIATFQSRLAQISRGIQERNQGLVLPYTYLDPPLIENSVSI
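Screening format was qHTS against 50 nM purified 15hLO-2 in Hepes pH 7.5 with detergent. Activity follows hydroperoxide formation from 45 uM arachidonic acid, measured as 573:405 nm absorbance ratio of the ferric-xylenol orange complex.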
IMPase cell inh – membrane-permeable compound that blocks inositol monophosphatase; P97697; CHO-M1 cells, IP1 accumulation, HTRF TR-FRET ratio; inhibition (IP1 accumulation), % at 46.1 µM; 120,000 tested, under 10 active; AID 901; active = well fitted curve in the direction sought with a large enough effect in the signal ratio, not every such curve was filed as active; inconclusive = small, poorly fitted or top-dose-only effect, or a change in a side signal; inactive = no such curve, though single readings can be large or run the other way; the % refers to the signal ratio;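 note: cells stimulated with carbachol in lithium chloride buffer; plate controls were DMSO basal wells for no effect and reference inhibitor wells for full effect; higher means more IMPase inhibition seen as more IP1 and lower FRET ratio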
Target sequence (P97697 whole entry, looked up): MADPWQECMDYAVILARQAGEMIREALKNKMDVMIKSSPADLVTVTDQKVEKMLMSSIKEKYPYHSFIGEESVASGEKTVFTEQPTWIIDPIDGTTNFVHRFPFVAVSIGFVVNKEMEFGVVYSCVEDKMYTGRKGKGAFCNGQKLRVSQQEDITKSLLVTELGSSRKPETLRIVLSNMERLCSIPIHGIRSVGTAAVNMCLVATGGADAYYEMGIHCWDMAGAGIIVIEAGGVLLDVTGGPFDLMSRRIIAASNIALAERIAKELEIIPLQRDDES
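Seeded CHO-M1 cells were dosed with compound at up to 46 uM, stimulated with carbachol for 30 min, then lysed in IP-One detection reagents. Higher IP1 lowers the TR-FRET signal.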
PNC inhibitor – inhibitors of perinucleolar compartment assembly | AID 2417 | PC3M PTB-GFP, PNC prevalence imaging, 16 h; hits give low values | activity change (PNC), negative = inhibition, % at 10 µM | actives 3.1% (n = 140,000);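 active = readout at or below -70, meaning at least 70% loss of cells showing the perinucleolar compartment, a nuclear body marking cancer cells; inconclusive = readout between -30 and a set limit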;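 note: plate controls were DMSO wells for no effect and camptothecin positive control wells for full effect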
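PC3M cells stably expressing PTB-GFP, 750–1000 cells/well, treated 16 h at 37 °C with compound (23 nl of library stock), in duplicate. After paraformaldehyde fixation and Hoechst stain, imaged at 20x; PNC prevalence scored by image analysis.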
12-hLO inh – blocks human 12-lipoxygenase activity | P18054 | Potency, µM (series often up to 57.1 µM), for the others: top-dose activity change, negative = inhibition, usual class: inhibitors | purified 12-hLO, xylenol orange hydroperoxide absorbance | actives 0.12% (n = 150,000); note: potency is the fitted concentration of half-maximal effect; nearly all actives have a fitted effect of over 55% in size; many of its hits are not listed in these tables
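Purified human 12hLO (150 nM), preincubated 15 min with compound, then 40 uM arachidonic acid for 30 min, room temperature, Hepes pH 7.0 with 0.01% Triton X-100. Hydroperoxide detected by ferrous iron/xylenol orange; 573/405 nm absorbance ratio gives reaction progress.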
* hit, by the source's call; ? = inconclusive; nt = not tested or not shown; [ ] = remark or other dose. Unless noted, calls come from the whole dose curve; as a rule, active = well fitted curve in the direction sought with a large enough effect; inconclusive = small, poorly fitted or top-dose-only effect, or another doubt; inactive = no such curve, though single readings can be large; an effect the other way counts as inactive or inconclusive. Unless noted, % is set by controls: 0 for no effect and ±100 for the full control effect.

A first look, seven compounds:
SMILES	ALOX15B inhib	IMPase cell inh	PNC inhibitor	12-hLO inh
COc1ccc(NC(=O)C2CCC(=O)N2S(=O)(=O)c2ccc(C)cc2)c(OC)c1 (stereo not drawn)	3.8%	-14.6	?	-14.9%
Nc1cc(C(=O)N2CCCC2)cc(C(=O)N2CCCC2)c1	5.9%[2.29 µM]	-5.8	?	-7.4%
O=C(CSc1nnc2n1CCCN2C(=S)Nc1ccc(Cl)cc1)c1ccccc1	nt	4.3	-23.1	0.2%
O=C(CC(=O)N/N=C/c1ccc(Cl)cc1Cl)NCc1ccccc1	nt	-3.9	-14.4	0.5%
OC[C@@H]1O[C@@H](n2cnc3cncnc32)[C@@H](O)[C@H]1O	7.9%	-7.4	nt	3.0%
COc1ccc2cc(C)c(SCC(=O)Nc3cc(C)on3)nc2c1	1.6%	0.8	2.0	-3.2%
C(=C\c1cc(/C=C/c2ccccc2)ncn1)/c1ccccc1	3.5%	1.1	30.9	2.6%

The list itself, previewed entries included:
SMILES	ALOX15B inhib	IMPase cell inh	PNC inhibitor	12-hLO inh
COc1ccc(NC(=O)C2CCC(=O)N2S(=O)(=O)c2ccc(C)cc2)c(OC)c1 (stereo not drawn)	3.8%	-14.6	?	-14.9%
Nc1cc(C(=O)N2CCCC2)cc(C(=O)N2CCCC2)c1	5.9%[2.29 µM]	-5.8	?	-7.4%
O=C(CSc1nnc2n1CCCN2C(=S)Nc1ccc(Cl)cc1)c1ccccc1	nt	4.3	-23.1	0.2%
O=C(CC(=O)N/N=C/c1ccc(Cl)cc1Cl)NCc1ccccc1	nt	-3.9	-14.4	0.5%
OC[C@@H]1O[C@@H](n2cnc3cncnc32)[C@@H](O)[C@H]1O	7.9%	-7.4	nt	3.0%
COc1ccc2cc(C)c(SCC(=O)Nc3cc(C)on3)nc2c1	1.6%	0.8	2.0	-3.2%
C(=C\c1cc(/C=C/c2ccccc2)ncn1)/c1ccccc1	3.5%	1.1	30.9	2.6%
Cc1ccc(C)n1NC(=O)c1ccco1	-2.8%	5.1	?	-5.5%
O=C(Cc1c[nH]c2ccccc12)N1CCc2ccccc21	2.7%[2.29 µM]	5.9	-10.8	-8.2%
Cc1cccc(OCCC(=O)Nc2ccc(S(=O)(=O)N3CCCC3)cc2)c1	-11.5%	-0.9	11.3	-1.4%
CN1C2C=C3C(C#N)=C(N)C(C#N)(C#N)[C@@H](c4ccsc4)[C@@H]3C1CC2 (stereo partly drawn)	-1.1%	4.7	18.7	-3.0%
OCCNc1nc2ccc(Cl)cc2[nH]1	6.7%	-4.6	?	8.2%
COc1ccccc1N1CCN(CC(O)COc2ccc3c(C)cc(=O)oc3c2)CC1 (stereo not drawn)	nt	13.7	224.5	5.4%
Cc1ccc(C(C)C)cc2c(C)ccc1-2	-5.6%	nt	nt	0.7%
Cc1ccc2c(C)[nH]c(=O)cc2c1	-1.4%	17.4	?	-0.3%
Cc1cccc(N2CCN(C(=O)C(Cc3ccccc3)n3cccc3)CC2)c1C (stereo not drawn)	-2.7%	6.1	32.1	-10.9%
O=C(CSc1nc2ccccc2o1)NCc1n[nH]c(=O)c2ccccc12	-0.2%	3.3	2.9	-6.2%
CCc1ccc(NC2=NC(C(=O)c3ccccc3)CC(=O)N2)cc1 (stereo not drawn)	-1.0%	4.2	?	-2.8%
COc1cccc(NC(=S)Nc2cccnc2)c1	nt	nt	-29.9	-5.5%
CNC(=O)Nc1ccc2snnc2c1	7.4%	5.7	24.0	-3.2%
COc1ccc(NC(=O)OC(C)C)cc1	-2.3%	2.5	26.1	1.2%
Cc1cc(N/C=C/C(=O)c2cccc3ccccc23)no1	-5.3%	4.7	3.8	-3.6%
COc1ccc(S(=O)(=O)N2CCN(C(=O)NCc3ccccc3)CC2)cc1	2.3%	0.1	4.0	-5.5%
COCC(=O)Nc1cc([N+](=O)[O-])ccc1C	-0.4%	-7.1	94.4	2.6%
O=C1c2ccccc2C(=O)c2c1ccc(C(=O)O)c2-c1ccc2ccccc2c1	-21.9%[11.4 µM]	nt	nt	-10.1%[11.4 µM]
O=[N+]([O-])c1ccc(O)c(C=Nc2ccc3c(c2)OCCO3)c1	nt	nt	5.6	3.5%
CCOC(=O)/C(C#N)=C/c1ccc(OC(=O)c2ccccn2)cc1	nt	0.7	10.1	-5.7%
C=CCNC(=O)c1sc(SC)cc1-c1ccc(Cl)cc1	5.8%[11.4 µM]	9.3[1.84 µM]	?	-5.0%
C=C(C)C(=O)OC1(C(F)(F)F)Oc2cc(C)ccc2NC1=O (stereo not drawn)	-6.2%	19.0	-10.0	-12.7%
CCOc1ccc(C(=O)N2CCSC2=S)cc1	nt	?	-17.5	-4.2%
Cn1cc([N+](=O)[O-])c(C(=O)Nc2ccc3c(c2)OCCO3)n1	9.1%	2.4	1.2	0.4%
CCOc1ccc(CNc2ccc3c(c2)ncn3C)cc1	-2.6%	8.7	?	-2.2%
COc1cc2c(C(=O)N3CCN(C4CCCCC4)CC3)cn(CC(C)C)c(=O)c2cc1OC	-2.1%	0.6	?	-9.0%
O=C(CNC(=O)c1ccco1)NCC(=O)OC(C(=O)c1ccccc1)c1ccc(Cl)cc1 (stereo not drawn)	nt	2.2	-100.0*	-5.5%
Cc1cc(C)nc(SCCC(=O)N(C)C)n1	-11.9%	-2.8	21.2	-1.7%
Nc1nsnc1C(=O)NCCO	-8.4%	-8.4	29.3	-1.4%
COc1ccc(C(=O)Cn2c(Br)nc3c2c(=O)n(C)c(=O)n3C)cc1OC	-1.7%	-3.1	35.1	-0.6%
O=C(O)C1C2C=CC(C2)C1C(=O)Nc1cccc(F)c1 (stereo not drawn)	8.9%	-2.0	?	-2.7%
O=C(NCc1ccccc1)C(c1ccc(O)cc1)N(C(=O)Cn1nnc(-c2cccs2)n1)c1ccc2c(c1)OCCO2 (stereo not drawn)	nt	-3.5	129.2	-3.2%
CCOC(=O)/C=C(\C)Sc1cc(=O)oc2ccccc12	nt	0.4	?	-4.1%
O=C(COC(=O)C1CCN(S(=O)(=O)c2ccccc2C(F)(F)F)CC1)NCc1ccc(F)cc1	nt	nt	-27.4	0.6%
Nc1ccccc1-c1nc2ccccc2[nH]1	10.0%	-9.2	-83.4*	2.1%
Cc1ccc(Cl)cc1N1CCN(C(=O)C2CCN(S(=O)(=O)c3c(C)nn(C)c3C)CC2)CC1	14.8%	10.2	?	-6.4%
CCOc1cc(C(=S)N2CCOCC2)ccc1OS(=O)(=O)c1ccccc1	nt	nt	-6.7	0.0%
CCNC(=S)NCCN1CCCCC1	0.9%	1.1	8.6	-0.2%
O=C(Nc1ccn(-c2ccccc2)n1)c1ccc(S(=O)(=O)N2CCCCCC2)cc1	5.2%	9.5	-14.5	-6.8%
COc1cc(C2CC(C(F)(F)F)n3ncc(C(=O)O)c3N2)cc(OC)c1OC (stereo not drawn)	4.1%	-11.0	18.6	-0.8%
COc1ccccc1CNC(=O)C1CCN(S(=O)(=O)c2c(C)noc2C)CC1	1.8%	-0.1	26.7	-4.0%
Cc1cc(Br)c(OCc2ccc(C(=O)N/N=C3\CC4CC=CC34)cc2)c(Br)c1 (stereo not drawn)	nt	nt	21.0	-0.2%
CC(OC(=O)c1ccccc1N1C(=O)C2C3CCC(C3)C2C1=O)C(=O)c1ccccc1 (stereo not drawn)	nt	nt	-15.7	-2.5%
Nn1cnc2c([nH]c3ccccc32)c1=O	nt	2.3	45.3	1.6%
CCOc1ccc(OC(=O)NC(c2ccccc2)C(Cl)(Cl)Cl)cc1 (stereo not drawn)	-27.9%	11.6	-20.3	-1.4%
COc1ccc(OC)c(NC(=O)CSc2nnc(CCCO)n2-c2ccccc2)c1	1.5%	-5.6	?	-4.8%
CCn1c(CNC(=O)c2ccco2)nnc1SCC(=O)Nc1cc(C)c(C)cc1Br	4.1%	-3.5	-1.5	4.1%
CCCN1C(=S)SC(C)(C)C1/[N+]([O-])=C/c1cccnc1 (stereo not drawn)	-0.9%	2.9	24.0	0.7%
Cc1nn(C)c(C)c1NC(=O)CSc1nc(-c2ccccc2Cl)nc2c1cnn2-c1ccccc1	-21.2%	2.7	-12.2	-0.4%
CC(=O)N1CCN(c2ccc(S(=O)(=O)N3CCCCC3)cn2)CC1	nt	6.7	-12.1	3.3%
COc1cc(/C=C/C(=O)NNc2c(F)c(F)cc(F)c2F)ccc1OC(F)F	-13.3%	1.6	7.8	-4.2%
CCC(=O)N1CCc2cc(S(=O)(=O)N3CCc4ccccc43)ccc21	-1.1%	6.3	?	1.2%
Cc1c(C(=O)N2CCCCC2)sc(NC(=O)c2ccco2)c1C#N	nt	8.4	52.5	5.9%
(list continues)
SMILES	ALOX15B inhib	IMPase cell inh	PNC inhibitor	12-hLO inh
Cn1c(=O)c2c(nc(SCC(=O)N3c4ccccc4CCc4ccccc43)n2C)n(C)c1=O	-5.5%	1.0	?	5.9%
CC(NC(=O)c1ccccc1Br)c1ccc2c(c1)CCCC2 (stereo not drawn)	-7.0%	5.7	32.6	1.8%
C/C(=N\NC(=O)CCC(=O)Nc1ccccc1)c1cccs1	nt	nt	37.8	-0.1%
CN(C)S(=O)(=O)c1ccc(C(=O)N2CCC(c3nc4ccccc4o3)CC2)cc1	-2.4%	2.4	32.7	-0.1%
CC1=CN2C(=NC(=O)CC2(C)C(=O)N(CC(=O)NC2CCCC2)c2ccccc2C)C=C1 (stereo not drawn)	nt	-11.8	-100.0*	-0.6%
COc1ccc(NC(=O)N2CCCC3(CCN(C(=O)c4cc(C(F)(F)F)cc(C(F)(F)F)c4)CC3)C2)cc1	8.4%	nt	nt	0.1%
COc1ccc(CC(=O)Nc2cccc(-c3nnc(-c4cccc(C)c4)o3)c2)cc1OC	10.8%[2.29 µM]	9.8	7.0	-0.9%
COc1ccccc1OC(C)C(=O)O (stereo not drawn)	1.6%	6.8	-18.4	0.8%
CCOCCn1c(=NC(=O)/C=C/c2ccccc2Cl)sc2cc(NC(C)=O)ccc21	nt	0.4	27.4	1.5%
O=C(CCC1COc2ccccc2O1)NCc1ccccc1 (stereo not drawn)	0.5%	1.9	23.7	3.7%
COc1ccc(C(=O)n2nnc3ccccc32)cc1OC	nt	nt	31.4	-5.7%
Cn1c(SCC(=O)c2ccc3c(c2)Cc2ccccc2-3)nnc1-c1ccccc1	-7.9%	0.5	?	2.1%
CCC1C(O)=C(c2ccccn2)C(=N)N1c1ccccc1 (stereo not drawn)	-13.7%	-12.1	?	-2.5%
CCc1nnc(SCC(=O)Nc2ccc(C(C)=O)cc2)nc1CC	-8.8%	-9.0	-5.0	-0.3%
Cc1cc(C)c(S(=O)(=O)Nc2nnc(C)s2)c(C)c1	2.2%	-4.8	21.3	-5.1%
CC(C)(C)NC(=O)Cn1cnc([N+](=O)[O-])n1	1.5%	-0.6	58.5	0.8%
Cc1sc(NC(=O)C2CCCCC2C(=O)O)c(C(N)=O)c1-c1ccccc1 (stereo not drawn)	-15.8%	-4.4	64.0	-4.0%
Cc1c(C(=O)NC2=NCCS2)oc2ccccc12	-0.4%	-6.0	23.2	-2.8%
COCCNC(=S)N(Cc1cccnc1)Cc1ccc(OC)c(OC)c1	nt	4.0	22.5	2.3%
Cc1ccc(Cn2c(Sc3nccc(C)n3)nc3c2c(=O)[nH]c(=O)n3C)cc1	-7.0%	-0.1	-7.9	-2.2%
Cc1cc(C)cc(NC(=O)C2CCCN2C(=O)Oc2ccccc2)c1 (stereo not drawn)	-9.6%	-4.5	24.9	-4.3%
CCC(C)NC(=O)c1c(C)cc(=O)oc1C (stereo not drawn)	-4.6%	-15.8	-21.7	3.1%
CCCC[C@H]1C[C@@H]1[C@@H]1N(C(C)=O)[C@H](c2cccc(OC)c2)CC12CC2	13.4%	nt	nt	-5.9%
O=C(CN1CCc2ccccc21)NCc1ccc2c(c1)OCO2	nt	nt	-19.1	-0.4%
O=C(CSc1ncccc1-c1nc2ccccc2[nH]1)N1CCN(c2ccccc2F)CC1	7.6%	?	-19.9	-10.7%

Screens (PubChem BioAssay)
